# Compound activity (PubChem BioAssay)
# SRC3 TRFRET art = TR-FRET artefact, counter-screen to PPARgamma/SRC-3 agonist assay | PPARgamma/SRC-3 format; stronger effect = higher value | TR-FRET ratio at 8 µM | 99,000 compounds, 0.39% hits; in the data active = TR-FRET ratio above about 2000; also: inactives centre near 1600; reference of the scale not given here
# SRC1 TRFRET art = flags TR-FRET format artefacts in PPARgamma SRC-1 recruitment agonist screen; AID 1051; 99,000 compounds, 0.34% hits; TR-FRET detection artefact counter-screen, emission ratio; stronger effect = higher value; TR-FRET ratio at 8 µM; in the data active = TR-FRET ratio above about 2300; also: inactives centre near 1800; reference of the scale not given here
# Active calls of the source: *. Not all compounds are listed. The share of hits here may be higher or lower than overall.
SMILES	SRC3 TRFRET art	SRC1 TRFRET art
Cc1cccc(N(CC(=O)NCCSc2nc3ccccc3s2)S(=O)(=O)c2ccccc2)c1	1653	1889
CCN(CC)CCNC(=O)c1sc2ncn(CC(=O)Nc3ccc(C)c(Cl)c3)c(=O)c2c1C	1384	1934
CC[N+]1(CC)CC2=Cc3ccccc3CC2C1 (centres undefined)	1516	1733
CC(C)(C)CC(=O)Nc1nn[nH]n1	1690	1603
COc1ccccc1C(=O)NC(=O)OCCn1c(C)cnc1[N+](=O)[O-]	1534	2033
OCC1(CC2CCCCO2)CCN(Cc2nc3ccccc3[nH]2)CC1 (centres undefined)	1528	1641
Cc1ccc(NC2=C(Cl)C(=O)OC2OC(C)C)cc1 (centres undefined)	1428	1645
CC(C(=O)Nc1ccccc1-c1ccccc1)N1CCN(Cc2ccccc2)CC1 (centres undefined)	1594	1915

SMILES	SRC3 TRFRET art	SRC1 TRFRET art
CCN(CC)S(=O)(=O)c1cccc(-c2nn(-c3ccccc3)cc2/C=C(\C#N)C(=O)NCc2ccco2)c1	1505	1686
CCOC(=O)NC(NS(=O)(=O)c1ccccc1)(C(=O)OCC)C(F)(F)F (centres undefined)	1252	1607
O=C(NC1CCCCCC1)C1c2ccccc2C(=O)N1Cc1cccs1 (centres undefined)	1312	1886
O=C(/C=C/c1ccc(N2CCOCC2)cc1)c1ccccc1	1291	1776
NS(=O)(=O)c1ccc(NC(=O)c2ccc(CNS(=O)(=O)c3cc(C(F)(F)F)ccc3Cl)cc2)cc1	1420	1721
CCOc1ccc(NC(=O)/C=C/c2ccccc2)c([N+](=O)[O-])c1	1452	1596
O=C(Nc1cccc(F)c1)N1CCCC(CNS(=O)(=O)Cc2ccccc2)C1 (centres undefined)	1635	1906
C/C(CC(=O)Nc1cc(C)ccn1)=N\NC(=O)C(=O)Nc1cccc(C)c1	1523	1943

# Next part, overlapping the part above by 3 compounds.
SMILES	SRC3 TRFRET art	SRC1 TRFRET art
CCOc1ccc(NC(=O)/C=C/c2ccccc2)c([N+](=O)[O-])c1	1452	1596
O=C(Nc1cccc(F)c1)N1CCCC(CNS(=O)(=O)Cc2ccccc2)C1 (centres undefined)	1635	1906
C/C(CC(=O)Nc1cc(C)ccn1)=N\NC(=O)C(=O)Nc1cccc(C)c1	1523	1943
Cc1ccc(S(=O)(=O)N(C)Cc2ccc(C(=O)NN=C(CC(C)C)CC(C)C)cc2)cc1	1673	1829
Cn1cnc([N+](=O)[O-])c1SCC(O)CN1CCCCC1 (centres undefined)	1433	1684
CC(C)N1CCN(Cc2nc(-c3ccccc3)cs2)CC1CCO (centres undefined)	1812	1577
CCOC(=O)C1(Cc2ccc(Cl)cc2)CCN(C(=O)CCc2ccncc2)CC1	1537	1689
C/C(CC(=O)N1CCN(C=O)CC1)=N\NC(=O)c1ccc([N+](=O)[O-])cc1	1451	1631
CNCc1c(OCc2ccc(F)cc2)ccc2ccccc12	1484	1572
Cc1ccc(-c2nc(SCC(=O)NCC3CCCO3)c(-c3ccc(C)cc3)[nH]2)cc1 (centres undefined)	1785	1818
CSc1ncccc1C(=O)OCC(=O)NCc1ccc2c(c1)OCO2	1350	1773

SMILES	SRC3 TRFRET art	SRC1 TRFRET art
N#Cc1c(NC(=O)COC(=O)c2ccc(S(=O)(=O)N3CCCC3)cc2)sc2c1CCCCC2	1540	1719
Cc1ccc(NC(=O)C(=O)Nc2ccccn2)cc1	1191	1665
Cc1ccc(C(=O)NC(=S)Nn2cnnc2)cc1	1546	2029
CCCCNC(=S)Nc1ccc(Oc2ccccc2)cc1	1626	2048
CC(C)(C)NC(=S)Nc1cccc(C(F)(F)F)c1	1501	1653
O=C(c1nn2c(C(F)(F)F)cc(-c3cccs3)nc2c1Cl)N1CCCc2ccccc21	1712	1872
CCn1cc(S(=O)(=O)Nc2ccc3c(c2)OCCO3)cn1	1649	1735
CCCCN(CC(=O)NC(C)(C)C)C(=O)C(=O)Nc1ccc2c(c1)OCCO2	1503	2025

SMILES	SRC3 TRFRET art	SRC1 TRFRET art
O=C(CSc1cccc[n+]1[O-])Nc1ccc([N+](=O)[O-])cc1Cl	1529	1735
Cc1cccc(C)c1NC(=O)CCCSc1nc2ccccc2s1	1467	1876
Cc1cc(C)c(C#N)c(Cl)n1	1534	1815
CCc1cccc(OCCCn2ccnc2)c1	1655	1630
O=C(NCc1nc2ccccc2[nH]1)C1=C[C@@H](C2CC2)C[C@@H](OCc2ccc(CO)cc2)O1	1546	1570
Cn1c2c(c(=O)n(C)c1=O)C(C(F)(F)F)(C(F)(F)F)N=C(CCC1CCCCC1)N2	1611	1802
O=C(CCc1nc2ccccc2s1)N1CCN(c2ccccc2)CC1	1647	1643
CC(=O)OCCCNc1cc(Sc2ccc(Cl)cc2)c2nonc2c1[N+](=O)[O-]	1444	1852

SMILES	SRC3 TRFRET art	SRC1 TRFRET art
CS(=O)(=O)N1CCC(C(=O)Nc2ccc(C(F)(F)F)cc2)CC1	1738	1924
Cc1ccc(C(C)(C)C)c(OCCCn2ccnc2)c1	1432	1607
Cc1ccc(Cc2nc(-c3ccncc3)no2)cc1	1426	1488
COc1ccc(-n2cc(C(=O)c3ccccc3O)cn2)cc1	1560	1624
O=C(/C=C/c1ccco1)N1CCCC(c2ccccc2)C1 (centres undefined)	1461	1667
Cc1ccc(C(=O)c2sc3nc4c(cc3c2N)CCC4)cc1	1750	1885
Cc1ccsc1C(=O)Nc1ccc2c(c1)OCCO2	1707	1938
C#CCOCCOCCOCCNc1nc(N2CCN(C(=O)[C@H](CCC(=O)O)n3cc(C(N)CO)nn3)CC2)nc(N2CCN(C(=O)[C@H](Cc3ccc(O)cc3)n3cc(C(N)CC(C)C)nn3)CC2)n1 (some centres undefined)	1559	1839

SMILES	SRC3 TRFRET art	SRC1 TRFRET art
Cc1cccc(NC(=S)NCCc2ccc3c(c2)OCCO3)c1C	1784	1699
CCOC(=O)/C=c1\s/c(=C\c2sccc2C)c(=O)n1CC(=O)NCc1ccc(C)cc1	1513	1488
CN(Cc1ccc2nsnc2c1)Cc1nc(Cc2cccc(F)c2)no1	1609	1832
O=C(Nc1ccc(O)cc1)C1CCCN1S(=O)(=O)c1ccc(F)cc1 (centres undefined)	1577	1494
O=C(NCc1n[nH]c(=S)n1-c1ccc(Br)cc1)c1cccs1	1760	1985
COC(=O)c1sc2cc([N+](=O)[O-])cc(SCC(C)C)c2c1N	1489	1876
Oc1cccc(/C=N/NC(=S)NCCN2CCOCC2)c1O	1414	1735
Cc1ccc(Sc2ncnc3onc(C)c23)c(C)c1	1383	1766

SMILES	SRC3 TRFRET art	SRC1 TRFRET art
CCn1c(SCC(=O)Nc2cc(C)on2)nnc1-c1ccc(OC)cc1	1415	1526
CNC(=S)/N=C(/Nc1ccccc1)c1ccccc1	1592	1575
Cc1csc(NC(=O)C(NC(=O)c2ccccc2F)C(C)C)n1 (centres undefined)	1560	1592
Cc1cccc(NC(=O)NNC(=O)c2ccc(C)c([N+](=O)[O-])c2)c1	1396	1463
Nc1ncccc1OCc1cccc(C(F)(F)F)c1	1592	1697
CC(NC(=O)/C=C/c1ccc(Br)cc1)c1ccc(Cl)cc1 (centres undefined)	1568	1540
O=C(Nc1ccc(F)cc1F)Nc1ccc(F)cc1F	1783	1717
NC(=O)c1ccc(NC(=O)CCc2nc3ccccc3s2)cc1	1724	1943

SMILES	SRC3 TRFRET art	SRC1 TRFRET art
C=CCc1cccc2cc(C(=O)N3CCN(c4ccccn4)CC3)c(=O)oc12	1617	1617
O=CN1CCN(S(=O)(=O)c2ccc(Cl)c(C(=O)O)c2)CC1	1652	1892
Cc1ccc(F)cc1NCC(=O)Nc1ccc(Br)cc1	1476	1499
Cc1nc(C(C)NC(=O)CCc2nnc(CCCc3ccccc3)o2)c(C)s1 (centres undefined)	1790	1781
CC(=O)N1CCN(c2nc(-c3cccs3)nc3ccccc23)CC1	1850	2009
O=C(NCc1ccccc1)Nc1cccn(Cc2ccccc2)c1=O	1604	1781
O=C(COC(=O)c1cccs1)NCc1ccc2c(c1)OCO2	1508	1837
Cc1cccc(CC2SC(N3CCN(c4ccccc4)CC3)=NC2=O)c1 (centres undefined)	1571	1841

SMILES	SRC3 TRFRET art	SRC1 TRFRET art
CCOc1ccc(S(=O)(=O)Nc2cccnc2)cc1	1529	1587
CC(C)n1c(O)c(N=Nc2ccccn2)c2ccccc21	1525	1896
CC(C)CN1C(=O)/C(=C(/C#N)C(=O)NC2CCCCC2)c2ccccc21	1634	1810
CC(C)C(C)(C#N)NC(=O)CSc1nc2scc(-c3ccc(F)cc3)c2c(=O)n1Cc1ccccc1 (centres undefined)	2793*	2769*
CCCCNC(=O)COC(=O)c1ccc(SC)cc1OC	1581	1960
Cc1noc(NS(=O)(=O)c2ccc(NC(=O)CSc3nnc4c(n3)[nH]c3ccccc34)cc2)c1C	1622	1810
COc1ccccc1-c1ccc(SCc2ccc(C)cc2)nn1	1471	1874
COC1CCN(C(=O)CC2C(=O)NCCN2CC2CCCCC2)CC1 (centres undefined)	1614	1784

SMILES	SRC3 TRFRET art	SRC1 TRFRET art
Cc1ccc(OCCCC(=O)Nc2ccc(S(=O)(=O)Nc3ccccn3)cc2)cc1	1473	1562
COc1ccccc1OCCNC(=O)C1CCCCC1	1665	2042
Cc1cc[n+](CC(=O)c2ccc3c(c2)OCCO3)cc1	1643	2114
CNC(=O)c1ccsc1NC(=O)c1ccc(S(=O)(=O)N2CCOCC2)cc1	1570	1868
CC(C)Nc1ncnc2ccc(Br)cc12	1816	2037
NS(=O)(=O)c1ccc(NC(=O)/C=C/c2ccccc2Cl)cc1	1740	2033
CN1c2ccccc2C(C)(C)C12CC(c1ccc(Cl)c(S(=O)(=O)N3CCCC3)c1)=NO2 (centres undefined)	1821	1702
CC1CCN(S(=O)(=O)c2cn(CC(=O)N3CC(C)CC(C)C3)c(=O)c3ccccc23)CC1 (centres undefined)	1774	1877

# Compounds listed so far with a tert-butyl group, in the order listed:
SMILES	SRC3 TRFRET art	SRC1 TRFRET art
CC(C)(C)CC(=O)Nc1nn[nH]n1	1690	1603
CC(C)(C)NC(=S)Nc1cccc(C(F)(F)F)c1	1501	1653
CCCCN(CC(=O)NC(C)(C)C)C(=O)C(=O)Nc1ccc2c(c1)OCCO2	1503	2025
Cc1ccc(C(C)(C)C)c(OCCCn2ccnc2)c1	1432	1607

# (list continues)
SMILES	SRC3 TRFRET art	SRC1 TRFRET art
CCOC(=O)CCC(=O)N(CCN(C(=O)CCC(=O)OCC)c1ccccc1)c1ccccc1	1803	1773
CCOC(=O)N1CCN(C(=O)C2CCN(Cc3cccc(OCc4ccccc4)c3)CC2)CC1	1583	1833
Cc1ccc(CNC(=O)C(=O)NCC2OCCN2S(=O)(=O)c2ccc3c(c2)OCCO3)cc1 (centres undefined)	1608	1863
COc1ccc2cc(CN(CC3CCCO3)C(=S)Nc3ccccc3)c(=O)[nH]c2c1 (centres undefined)	1683	1733
C=C(C)CC(Nc1ccc(OC)cc1)c1ccco1 (centres undefined)	1476	1767
CCOC(=O)N1CCN(S(=O)(=O)c2ccc(C(=O)NNc3nc4cc(C)cc(C)c4s3)cc2)CC1	1771	1648
COc1cccc(NC(=O)c2ccc(NCCCN3CC(C)CC(C)C3)c([N+](=O)[O-])c2)c1 (centres undefined)	1661	1957
N#C/C(C(=O)NCc1ccco1)=C1/SC(Cc2ccc(F)cc2)C(=O)N1c1ccccc1 (centres undefined)	1561	1970

SMILES	SRC3 TRFRET art	SRC1 TRFRET art
O=C(C1CCN(Cc2ccc(F)cc2)CC1)N1CCN(C/C=C/c2ccccc2)CC1	1689	1865
COc1ccc2cc(C(=O)C3CCCN(C(=O)c4csnn4)C3)ccc2c1 (centres undefined)	1687	1802
CNC(=S)N(CCc1c(C)[nH]c2ccccc12)Cc1cc(OC)c(OC)c(OC)c1	1595	1728
O=C(CN(CC1CCCO1)C(=O)CNS(=O)(=O)c1ccccc1)NCc1ccco1 (centres undefined)	1524	1752
c1ccc(CSc2ccc3nnc(-c4ccccn4)n3n2)cc1	1306	1626
COC(=O)C1CCN(C2CC(=O)N(c3cc(C)cc(C)c3)C2=O)CC1 (centres undefined)	1537	1573
O=C(O)Cc1ccc(NC(=S)NCc2ccco2)cc1	1643	1825
CC(C)CCC(O)(CCC(C)C)C(=O)NN1CCCCC1	1445	1579

SMILES	SRC3 TRFRET art	SRC1 TRFRET art
CC(=O)c1sc(=S)n(-c2ccc(Cl)cc2)c1C	1538	1760
Cc1cccc(C(=O)N2CCC(=O)N(C(COCc3cccc(C(F)(F)F)c3)Cc3ccccc3)CC2)c1 (centres undefined)	1571	1714
CCCCn1c(SCC(=O)c2ccc(O)c(O)c2)nc2ccsc2c1=O	1804	2004
Cc1cccc(N2CCN(C(c3ccncc3)c3nnnn3C(C)(C)C)CC2)c1C (centres undefined)	1624	1886
O=C(CSc1ncccn1)N/N=C/c1ccccc1[N+](=O)[O-]	1706	1772
CCOC(=O)N1CCN(C(=O)c2cc3c(=O)[nH]c4ccccc4c3s2)CC1	1519	1823
CC(C)N(Cc1ccccc1)C(=S)NCc1ccccc1	1515	1662
Cc1nc2sc(C(=O)OC(C)C)c(N)c2c(C)c1C	1624	1778

SMILES	SRC3 TRFRET art	SRC1 TRFRET art
Cc1ccc(S(=O)(=O)N2CCOC2CNC(=O)C(=O)NCc2ccco2)cc1 (centres undefined)	1551	1783
CC1CC(C)CN(C(=O)C(C)N(C)CC(=O)Nc2ccc(Cl)cc2)C1 (centres undefined)	1625	1957
O=C(CCc1nc2ccccc2c(=O)[nH]1)OCc1cccc(C(F)(F)F)c1	1630	1791
COc1ccc(-c2nnc(SCC(=O)Nc3sc4c(c3C#N)CCC4)n2CC2CCCO2)cc1 (centres undefined)	1490	1991
O=[N+]([O-])c1ccc(CN2CCOCCOCCN(Cc3ccc([N+](=O)[O-])cc3)CCOCC2)cc1	1598	1936
CSC(=NC#N)N1CCN(c2ccccn2)CC1	1508	1867

# Part of the list above in order of formula weight, descending.
SMILES	SRC3 TRFRET art	SRC1 TRFRET art
Cc1ccc(OCCCC(=O)Nc2ccc(S(=O)(=O)Nc3ccccn3)cc2)cc1	1473	1562
COc1ccc2cc(C(=O)C3CCCN(C(=O)c4csnn4)C3)ccc2c1 (centres undefined)	1687	1802
Cn1cnc([N+](=O)[O-])c1SCC(O)CN1CCCCC1 (centres undefined)	1433	1684
